# NSD2 inh: blocks human histone methyltransferase NSD2. NSD2 peptide methylation, AlphaScreen, 120 min. inhibition, % at 12.5 µM. 310,000 tested, 0.54% active. O96028; in the data active = inhibition above about 50%
# Target sequence (O96028 whole entry, looked up): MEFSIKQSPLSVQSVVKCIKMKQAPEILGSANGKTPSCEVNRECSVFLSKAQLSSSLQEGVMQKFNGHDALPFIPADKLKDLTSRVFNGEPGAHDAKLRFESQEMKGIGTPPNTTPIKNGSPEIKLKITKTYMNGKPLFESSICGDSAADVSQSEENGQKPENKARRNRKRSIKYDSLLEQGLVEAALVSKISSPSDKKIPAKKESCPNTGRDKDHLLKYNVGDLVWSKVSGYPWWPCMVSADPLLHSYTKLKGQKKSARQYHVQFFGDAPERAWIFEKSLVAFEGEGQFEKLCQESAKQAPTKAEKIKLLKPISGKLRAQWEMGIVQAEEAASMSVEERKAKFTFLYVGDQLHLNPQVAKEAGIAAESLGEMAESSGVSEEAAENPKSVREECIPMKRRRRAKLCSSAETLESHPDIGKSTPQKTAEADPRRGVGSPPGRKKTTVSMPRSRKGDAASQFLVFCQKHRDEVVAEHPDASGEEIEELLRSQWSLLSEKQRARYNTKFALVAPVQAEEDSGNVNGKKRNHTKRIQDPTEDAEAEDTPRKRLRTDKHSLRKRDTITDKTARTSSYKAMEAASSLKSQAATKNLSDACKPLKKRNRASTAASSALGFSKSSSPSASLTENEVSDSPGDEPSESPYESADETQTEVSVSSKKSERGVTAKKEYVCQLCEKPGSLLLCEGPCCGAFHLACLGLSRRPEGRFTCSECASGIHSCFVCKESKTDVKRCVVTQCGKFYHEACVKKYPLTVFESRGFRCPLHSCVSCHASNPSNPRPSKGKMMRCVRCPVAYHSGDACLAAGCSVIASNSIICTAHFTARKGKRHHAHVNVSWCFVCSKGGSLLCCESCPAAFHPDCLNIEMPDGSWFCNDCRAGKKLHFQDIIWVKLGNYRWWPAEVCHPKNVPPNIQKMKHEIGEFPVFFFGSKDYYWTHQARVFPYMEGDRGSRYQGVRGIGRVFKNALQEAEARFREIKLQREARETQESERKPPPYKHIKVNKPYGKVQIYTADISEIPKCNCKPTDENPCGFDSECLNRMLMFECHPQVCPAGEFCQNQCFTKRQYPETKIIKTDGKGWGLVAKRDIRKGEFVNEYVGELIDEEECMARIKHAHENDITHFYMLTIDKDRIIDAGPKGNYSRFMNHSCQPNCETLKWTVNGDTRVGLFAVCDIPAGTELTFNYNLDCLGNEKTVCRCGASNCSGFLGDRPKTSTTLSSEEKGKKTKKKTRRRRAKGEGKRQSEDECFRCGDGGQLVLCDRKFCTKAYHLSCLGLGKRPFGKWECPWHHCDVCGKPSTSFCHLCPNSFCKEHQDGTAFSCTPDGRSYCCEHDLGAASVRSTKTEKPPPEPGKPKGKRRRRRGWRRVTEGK
# The depositor's hits bear a star. These rows are one share of the data; the hit share may differ from the screen's.
SMILES | NSD2 inh
CCCC(=O)N1CCCC1(C)C(=O)N(C)Cc1cccc2ccccc12 (stereo not drawn) | -3
COc1ccc(C(C)(NC(C)=O)c2nc(-c3ccc(S(C)(=O)=O)cc3)cs2)cc1 (stereo not drawn) | -2
Cc1ccnc(NC(=O)c2cccc(NC(=O)c3ccc(Cl)cc3Cl)c2)c1 | 3
CCc1nc2c(OCc3cc(Cl)cc(Cl)c3)cccn2c1N(C)C(=O)c1ccccc1F | 0
CC(=O)Nc1cc(-c2ccccc2N(C)C)cn2c(-c3ccc(S(C)(=O)=O)cc3)cnc12 | -1
Cc1ccnc(NC(=O)c2ccc(Cl)c(NC(=O)c3ccccc3F)c2)c1 | 2
O=C(Nc1ccc2c(c1)OCO2)O[C@@H]1CC[C@@]23CCCN2C(=O)CCC[C@H]3C1 | -1
COc1cccc(-c2cnc(C(O)c3ccc(OC)c(F)c3)[nH]2)c1 (stereo not drawn) | 13
COCCCNC(=O)c1ccc2nc([C@@H]3O[C@H](CO)[C@H](O)[C@H](O)[C@H]3O)[nH]c2c1 | 0
Cc1ccc(C2(c3noc(CN(C)CCCN4CCOCC4)n3)CCCC2)cc1 | 4

# Following part
SMILES | NSD2 inh
COCCCN1C(=O)C(=O)/C(=C(/O)c2ccc(OC(C)C)cc2)C1c1ccc(O)c(OC)c1 (stereo not drawn) | -1
Cc1ccc2cccc(OC(=O)c3c(F)cccc3Cl)c2n1 | -10
CC(C)N(c1cc(=O)nc2ccccn12)C(C)C | -9
CC1(C(=O)NS(=O)(=O)c2ccccc2Cl)CCN1C(=O)Cc1cccc2ccccc12 (stereo not drawn) | -2
COc1cccc(-c2cnc(C(O)c3c(C)ccc4ccccc34)[nH]2)c1 (stereo not drawn) | 1
O=S(=O)(c1ccc(Cl)s1)N1CCC(c2nc3ccccc3o2)CC1 | -4
COc1ccc(CN(C)C(=O)[C@@H](Cc2ccccc2)NC(=O)[C@H]2O[C@@H](n3ccc(N)nc3=O)[C@H](O)[C@@H]2O)cc1OC | -4
CC(C)c1[nH]nc2c1C(c1ccc(Br)cc1)NC2=O (stereo not drawn) | 37
Clc1ccccc1-c1cnc2sc(NCc3ccc4c(c3)OCO4)nn12 | 1
CC1(Oc2cccc(C#N)c2)CCN(Cc2csc3ccccc23)C1 (stereo not drawn) | 5

# (more compounds)
SMILES | NSD2 inh
COc1cc(OC)c(-c2nnc3n(CCc4ccccc4)c(=O)c4ccccc4n23)cc1OC | 0
COc1ccc(C(C)(O)c2nc(-c3cccc(O)c3)cs2)cc1 (stereo not drawn) | -1
COCCNC(=O)C1(C)CCCN(Cc2ccc(OC)cc2)C1 (stereo not drawn) | 5
O=C(Nc1ccccc1)Nc1nnc([C@H]2C[C@H](O)[C@@H](CO)O2)s1 | 0
Cc1ccc(N2NC3(CCN(C(N)=O)CC3)NC2=O)cc1 | -4
CC(C)(C)c1ccc(-c2csc(N3CCC(C(N)=O)CC3)n2)cc1 | 0
COCCCNC(=O)C[C@@H]1C[C@@]2(C(=O)OC)CC(C)(C)CC=C2N(Cc2ccccc2)C1=O | -3
Cn1c(SC2CCCC2)nnc1-c1ccco1 | -3
Cc1ccc2nc(NCC(N)=O)nc(-c3ccccc3)c2c1 | -5
O=C(C(=O)N1CCc2ccccc2C1)N1CCc2ccccc2C1 | -1

# Following part.
SMILES | NSD2 inh
Cn1c(=O)c2cc(NC(=O)NCc3ccc(F)cc3)ccc2n1C/C=C/c1ccccc1 | 3
COc1ccc(-n2c(SCC(=O)NNC(=S)Nc3ccccc3)nc3ccccc3c2=O)cc1 | 1
COc1cc(/C=C(\C#N)C(=O)Nc2cccc3ncccc23)ccc1O | -4
CC1(C(=O)Nc2cccc(C#N)c2)CCN1C(=O)C1(c2ccccc2)CC1 (stereo not drawn) | -7
O=C(NC1CC1)c1ccc2sc([C@H]3C[C@H](O)[C@@H](CO)O3)nc2c1 | 0
COc1ccc2c(c1)[C@@H](NC(=O)C(F)(F)F)[C@@H]1CCCC[C@]21c1ccccc1 | -1
CCN(CC)C(=O)c1cccc(-c2csc(C(NC(C)=O)c3ccc(F)c(F)c3)n2)c1 (stereo not drawn) | 6
O=C(COC(=O)/C=C/c1ccc(Br)o1)Nc1ccccc1F | 7
OCC1COC(c2ccccc2)=N1 (stereo not drawn) | -2
Cc1nnc(-n2cccc2)s1 | 1

# More compounds:
SMILES | NSD2 inh
Nc1[nH]c(C(=O)c2ccccc2)c(-c2ccccn2)c1C(=O)c1c[nH]c2ccccc12 | 5
CC(=O)NC(c1ccccc1)c1nc(-c2cncnc2)cs1 (stereo not drawn) | 0
CCCCN1CCN(C(=O)c2ccc3c(c2)NC(=O)C(C)(C)O3)CC1 | 8
COC1=Nc2ccccc2N2CCN=C12 | -5
CC1(C(=O)NS(=O)(=O)Cc2ccccc2C(F)(F)F)CCN1C(=O)Cc1ccsc1 (stereo not drawn) | -1
COc1ccc(CCNC(=O)C2CCN(C(=O)c3ccccc3)CC2)cc1 | -6
CCc1ccc(-n2ncc(Cl)c(Oc3ccc(OC)cc3)c2=O)cc1 | -5
NC(=O)c1ccsc1NC(=O)CSc1n[nH]c(N)n1 | -7
CCCS(=O)(=O)NC(=O)C1(C)CCCN(C(=O)c2cc(OC)c(OC)c(OC)c2)C1 (stereo not drawn) | -3
CC1(C(=O)NS(=O)(=O)c2ccc(Cl)s2)CCN1C(=O)Cc1ccccc1Cl (stereo not drawn) | -4

# Quoted at random: 2 records from the list, in no set order.
SMILES | NSD2 inh
CC1(C(=O)NS(=O)(=O)Cc2ccccc2C(F)(F)F)CCN1C(=O)Cc1ccsc1 (stereo not drawn) | -1
COc1ccc(CCNC(=O)C2CCN(C(=O)c3ccccc3)CC2)cc1 | -6

# (further entries)
SMILES | NSD2 inh
CCc1nc2ccc(C(=O)N(C)CCCN(C)C)cn2c1N(C=O)CCC(C)C | 2
COCCN1C[C@@H](CO)O[C@@H](n2cnc3c(NCCN(C)C)ncnc32)C1 | -1
COc1ccc(S(=O)(=O)N2CCCCC2c2cc(C(=O)NCc3cccnc3)no2)cc1 (stereo not drawn) | 1
CCOc1ccc(-n2c(SCC(=O)Nc3ccc4cn[nH]c4c3)nnc2-c2ccncc2)cc1 | 0
CSc1nc(NCCCN(C)C)c2c3c(sc2n1)CN(C)CC3 | 6
Cc1cccc(C)c1NC(=O)c1csc([C@@H]2O[C@H](CO)[C@H](O)[C@H](O)[C@H]2O)n1 | 1
CCC(C)(C)C(=O)N1CCc2cc(S(=O)(=O)N(C)Cc3ccco3)ccc21 | 1
COc1cccc(C(NC(C)=O)c2nc(-c3ccc(N(C)C)cc3)cs2)c1 (stereo not drawn) | 9
CN(C)CC(O)COc1ccc(-c2ccc(C#N)cc2)cc1 (stereo not drawn) | 4
COc1cccc(-c2cc3nc(NCCN4CCCC4)n(C)c(=O)c3s2)c1 | 0

# Further records
SMILES | NSD2 inh
Cc1nc2ccc(C(=O)NCCCn3ccnc3)cn2c1N(C)CC1CCCCC1 | 7
COc1cc(Cl)ccc1OC1(C)CCN(Cc2cccn2-c2nccs2)C1 (stereo not drawn) | 5
O=[N+]([O-])c1cnccc1-n1nnc2ccccc21 | 1
CCc1nc2ccc(C(=O)N3CCCCC3)cn2c1N(CCC(C)C)CCN(C)C | -5
COCCNC(=O)C1(C)CCCN(C(=O)c2ccccc2C(F)(F)F)C1 (stereo not drawn) | -1
O=C(CN1CCN(Cc2ccccc2)CC1)N/N=C\c1ccccc1[N+](=O)[O-] | -1
COc1cccc(C(NC(C)=O)c2nc(/C=C/c3ccccc3)cs2)c1 (stereo not drawn) | -1
CCCCCCCCN1C(=O)[C@H](CC(=O)NCCCCc2ccccc2)C[C@@]2(C(=O)OC)CC(C)(C)CC=C12 | -2
CCCCCc1ccc(NC(=O)O[C@@H]2CC[C@@]34CCCN3C(=O)CCC[C@H]4C2)cc1 | 34
CC(C)OC(=O)c1c2nc3ccccc3nc2n2c1[nH]c(=O)c1ccccc12 | -1

# (listing goes on)
SMILES | NSD2 inh
CC1(Cc2ccccc2C#N)C(=O)Nc2cc(-c3ccccc3Cl)ccc21 (stereo not drawn) | -8
COc1ccc(-n2c(COc3ccccc3)nnc2SCC(=O)Nc2ccc3c(c2)OCCO3)cc1 | 1
CCCS(=O)(=O)NC(=O)C1(C)CCCN(C(=O)c2ccc3c(c2)OCO3)C1 (stereo not drawn) | 1
COc1cc(NC(=O)c2cccnc2)ccc1-c1cc2ccccc2oc1=O | -1
NC(c1csc(NC(=O)Nc2cccc(C(F)(F)F)c2)n1)C1CCCCC1 (stereo not drawn) | -3
COc1ccc(CCCNC(=O)C2(C)Cc3c(-c4ccc(NC(C)=O)cc4)ccnc3O2)cc1 (stereo not drawn) | -4
CCCOc1ccc(F)cc1-c1cc(C(=O)Nc2ccc(F)cc2)[nH]n1 | -5
c1ccc(-c2nc(Sc3ncnc4c3cnn4-c3ccccc3)n[nH]2)cc1 | 1
COCCCN1C(=O)C(CC(=O)NC(c2ccccc2)c2ccccc2)CC(C(=O)N2CCCCCC2)=C1C (stereo not drawn) | 8
CC1(C(=O)NS(=O)(=O)Cc2ccccc2)CCN1C(=O)Cc1ccccc1Cl (stereo not drawn) | -6

# Next section
SMILES | NSD2 inh
CC(=O)OC[C@@H]1CN(Cc2ccccc2)C[C@H](n2cnc3c(NC(C)C)ncnc32)O1 | 25
COc1cc(-c2cnc3c(NC=O)cc(-c4ccccc4)cn23)cc(OC)c1OC | -2
Cc1ccc(-n2c(SCC(=O)Nc3cccc4ccccc34)nnc2-c2ccco2)cc1 | 0
CCn1cc(C(=O)N2CCN(Cc3ccc(C)cc3)CC2)c(=O)c2ccc(C)nc21 | -1
COc1ccc(CC(=O)Nc2nc(OCC(F)(F)F)cnc2-c2ccc(Cl)cc2Cl)cc1 | -4
CN(Cc1ccccc1)C(=O)c1csc(COCCO)n1 | -2
Cc1ccc(Cl)c(NC(=O)CN2CCN(C=O)CC2)c1 | 3
COCCCN1C(=O)C(CC(=O)NCCCN(C)C)CC(C(=O)N2CCCCCC2)=C1C (stereo not drawn) | 0
CCCCNC(=O)C1(C)CCN1C(=O)c1cc(C)n(C(C)(C)C)n1 (stereo not drawn) | -1
CC(=O)c1cccc(-c2ccnc3c2CC(C(=O)Nc2cccc(OC(F)(F)F)c2)O3)c1 (stereo not drawn) | 5

# Additional compounds follow.
SMILES | NSD2 inh
Cn1c(=O)c2cc(NC(=O)NCCc3ccccc3)ccc2n1Cc1cccc(C(F)(F)F)c1 | 0
NC(c1csc(NC(=O)Nc2ccccc2)n1)C1CCCCC1 (stereo not drawn) | 4
Cn1c(=O)oc2cc(S(=O)(=O)N3CCN(C(=O)C4CCCO4)CC3)ccc21 (stereo not drawn) | -9
CC(C)Nc1nc(NCCN2CCNC2=O)c2sccc2n1 | -1
CC1(C(=O)NS(=O)(=O)C2CC2)CCN(C(=O)c2ccccc2C(F)(F)F)C1 (stereo not drawn) | 0
COc1ccc(-c2cc(NC=O)c3ncc(-c4cccc(OC)c4)n3c2)cc1 | 3
O=C(CCC(=O)OCCOc1ccccc1)OCCOc1ccccc1 | 1
O=C(O)c1ccccc1-n1ncc2c1/C(=C/c1ccc(Cl)cc1)CC2 | 22
COc1ccccc1C(NC(=O)C1CCN(CCOc2ccc(Cl)cc2Cl)CC1)c1ccccn1 (stereo not drawn) | 0
CCCC(=O)N1CCC1(C)C(=O)NS(=O)(=O)c1cc2c(cc1C)CCCS2(=O)=O (stereo not drawn) | -7

# Reformatted with the structure last: entries from further up.
NSD2 inh,SMILES
-2,CN(Cc1ccccc1)C(=O)c1csc(COCCO)n1
3,Cc1ccc(Cl)c(NC(=O)CN2CCN(C=O)CC2)c1
0,COCCCN1C(=O)C(CC(=O)NCCCN(C)C)CC(C(=O)N2CCCCCC2)=C1C (stereo not drawn)
-1,CCCCNC(=O)C1(C)CCN1C(=O)c1cc(C)n(C(C)(C)C)n1 (stereo not drawn)
5,CC(=O)c1cccc(-c2ccnc3c2CC(C(=O)Nc2cccc(OC(F)(F)F)c2)O3)c1 (stereo not drawn)
0,Cn1c(=O)c2cc(NC(=O)NCCc3ccccc3)ccc2n1Cc1cccc(C(F)(F)F)c1
4,NC(c1csc(NC(=O)Nc2ccccc2)n1)C1CCCCC1 (stereo not drawn)
-9,Cn1c(=O)oc2cc(S(=O)(=O)N3CCN(C(=O)C4CCCO4)CC3)ccc21 (stereo not drawn)
-1,CC(C)Nc1nc(NCCN2CCNC2=O)c2sccc2n1
0,CC1(C(=O)NS(=O)(=O)C2CC2)CCN(C(=O)c2ccccc2C(F)(F)F)C1 (stereo not drawn)
3,COc1ccc(-c2cc(NC=O)c3ncc(-c4cccc(OC)c4)n3c2)cc1
1,O=C(CCC(=O)OCCOc1ccccc1)OCCOc1ccccc1
22,O=C(O)c1ccccc1-n1ncc2c1/C(=C/c1ccc(Cl)cc1)CC2
0,COc1ccccc1C(NC(=O)C1CCN(CCOc2ccc(Cl)cc2Cl)CC1)c1ccccn1 (stereo not drawn)
-7,CCCC(=O)N1CCC1(C)C(=O)NS(=O)(=O)c1cc2c(cc1C)CCCS2(=O)=O (stereo not drawn)

# Other results.
SMILES | NSD2 inh
CCCCNC(=O)C1(C)CCCCN1C(=O)c1ccc(C)c(F)c1 (stereo not drawn) | -2
N#Cc1cccc(CNCC(=O)N2CCC3(CC2)OCCO3)c1 | -3
CN1C[C@@H](CO)O[C@@H](n2cnc3c(N4CCN(CCO)CC4)ncnc32)C1 | 0
Cc1c(NC(=O)C2CCCN(S(=O)(=O)c3c(C(C)C)cc(C(C)C)cc3C(C)C)C2)c(=O)n(-c2ccccc2)n1C (stereo not drawn) | 9
CCCC(=O)N1CCC1(C)C(=O)NS(=O)(=O)c1ccc(OC)cc1 (stereo not drawn) | -2
CCCS(=O)(=O)NC(=O)C1(C)CCN(C(=O)c2nc(C)oc2C)C1 (stereo not drawn) | -3
CCC(C#Cc1ccccc1)N(C)C(N)=NC(=O)/C=C/c1ccccc1 (stereo not drawn) | -3
O=C(Nc1cccc2ccccc12)c1csc([C@@H]2O[C@H](CO)[C@H](O)[C@H](O)[C@H]2O)n1 | 3
COc1ccc(-c2nc(CC(=O)O)cs2)cc1OC | -3
COc1ccc(CCNC(=O)CSc2nnc(-c3ccco3)c(-c3ccco3)n2)cc1OC | 20

# Other structures
SMILES | NSD2 inh
Cn1c(=O)c2[nH]c(N/N=C(/C#N)C(N)=O)nc2n(C)c1=O | -9
O=C(Nc1ccc(F)c(Cl)c1)c1cc(C2CCCCN2C(=O)c2ccc(Cl)cc2)on1 (stereo not drawn) | 1
NC(CCc1ccccc1)c1csc(Nc2nccc(C(F)(F)F)n2)n1 (stereo not drawn) | 2
CC(C)CCNC(=O)C1COC(O)(C(Cc2ccccc2)NC(=O)[C@@H](NC(=O)OCc2ccccc2)C(C)C)CN1 (stereo partly drawn) | 0
